T cell modulator: T cell immune modulation candidate. AID 2052. 330,000 tested, 0.068% active. calls only at 7 µM. 2C CD8+ T cell-vesicle binding, flow cytometry; stronger effect = lower value;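 active = response, share of CD8 T cells binding vesicles, and their 90th percentile fluorescence all below set limits, cut at about 80% in these data, passing the limit was not always enough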
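Material: 2C TCR transgenic mouse naive CD8+ T cells, MACS-purified. Also added: QL9-charged Drosophila Ld/ICAM-1/B7-1 vesicles. Timing: binding 1.5 h at 37 °C. Measured by: high-throughput flow cytometry with anti-B7-1 and anti-CD8 staining. Read-out: percent CD8+ FL2 mean versus row control. Controls: Unloaded micro-vesicles (low), QL9 vesicles with 0.7% DMSO (high).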
Salmonella PhoP GFP: PhoP-dependent GFP reporter repression – Salmonella Typhimurium, primary screen (AID 1863). S. Typhimurium PhoP-regulated promoter GFP reporter, 4 h; higher % means a stronger effect. 300,000 tested, 0.16% active. inhibition, % at 50 µM, or IC50 in µM where a hit was titrated;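 active = inhibition over 29.93%, a cutoff 3 SD above the screen mean, later confirmed by dose response; inconclusive = inhibition over 29.93% but no dose response follow-up; inactive = inhibition at most 29.93% or unconfirmed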;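 also: 0% = low Mg2+ inducing control and 100% = high Mg2+ repressing control; strong numbers were not always called active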
RSV antiviral HEp-2: inhibition of RSV-induced cytopathic effect – HEp-2 cells, primary 10 µM value included (AID 2391). HEp-2 cells, RSV-induced CPE inhibition; higher % means a stronger effect. one-dose CPE inhibition, % at 10 µM; IC50 in µM for titrated hits. 310,000 tested, 0.13% active; in the data active = a potency from the dose series; inconclusive = CPE inhibition mostly from about 23% at the one dose, without a potency; inactive = the rest, 99 in 100 with CPE inhibition below about 21%; also: strong numbers were not always called active
Rac1 GTP hydrolysis: MgcRacGAP GTPase-activating activity inhibitors, confirmation, biochemical, ADP Hunter fluorescence. MgcRacGAP-stimulated Rac1 GTP hydrolysis, ADP Hunter fluorescence; higher % means a stronger effect; GST-tagged Rac1 F28L mutant substrate. AID 624330. 340,000 tested, 0.6% active. inhibition, % at 30 µM; hits with a dose series show IC50 in µM;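 active = first-screen hits whose inhibition reached a set limit at any dose in the follow-up dose series; inconclusive = inhibition above the set first-screen limit but never retested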;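 also: fluorescence reports GDP produced by GAP-driven GTP hydrolysis; strong numbers were not always called active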
West Nile antiviral: West Nile virus antiviral activity, cell-based, CPE readout (AID 1621); West Nile virus-infected cells, CPE inhibition; higher % means a stronger effect; 290,000 tested, 0.02% active; CPE inhibition, % at 10 µM, or IC50 in µM where a hit was titrated; in the data active = a potency from the dose series; inconclusive = CPE inhibition mostly from about 3.7% at the one dose, without a potency; inactive = the rest, 99 in 100 with CPE inhibition below about 2.2%; also: strong numbers were not always called active
K1F lysis inhibition: protection from phage-mediated lysis, alamar blue read-out – E. coli UTI89, K1F phage, bacterial capsule biogenesis inhibitors (AID 488966). inhibition, % at 100 µM; hits with a dose series show IC50 in µM. E. coli UTI89 K1F phage lysis, alamar blue, 2 h; higher % means a stronger effect. 340,000 tested, 0.02% active;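 active = phage lysis inhibition, versus mean bacterial control, above a set limit; inconclusive = no clear call, values can overlap the other calls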;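 also: capsule biogenesis inhibitors block K1F phage lysis so surviving cells raise fluorescence; higher fluorescence means more inhibition of phage lysis; actives were called in the ten point dose series up to 300 µM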
Large T inhibition: SV40 large T antigen inhibitors, biochemical (AID 1903). SV40 large T antigen ATPase/helicase inhibition assay; higher % means a stronger effect. inhibition, % at 20 µM; hits with a dose series show IC50 in µM. 310,000 tested, 0.39% active; in the data active = a potency from the dose series; inconclusive = inhibition mostly from about 32% at the one dose, without a potency; inactive = the rest, 99 in 100 with inhibition below about 32%; also: strong numbers were not always called active
NS5 inhibitors: Dengue-2 NS5 methyltransferase inhibitors, primary screen, biochemical, confirmation dose response (AID 588689) | Dengue-2 NS5 methyltransferase capping enzyme assay, biochemical; higher % means a stronger effect | one-dose inhibition, % at 25 µM; IC50 in µM for titrated hits | 340,000 tested, 0.3% active; in the data active = a potency from the dose series; inconclusive = inhibition above about 29% without an active follow-up result
NTR1 ag: NTR1-driven beta-arrestin-GFP spot formation – imaging, U2OS cells, high content, primary screen (AID 493036); 330,000 tested, 0.17% active; P30989; activation, % at 20 µM; agonist mode;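 active = activation at or above 40% of the spot to cytoplasm intensity ratio, with at least 20 cells analyzed; inconclusive = wells under 20 cells, flagged as cytotoxic or low count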;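 also: 0% = DMSO without peptide and 100% = 100 nM NTR1 peptide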
Target sequence (P30989 whole entry, looked up): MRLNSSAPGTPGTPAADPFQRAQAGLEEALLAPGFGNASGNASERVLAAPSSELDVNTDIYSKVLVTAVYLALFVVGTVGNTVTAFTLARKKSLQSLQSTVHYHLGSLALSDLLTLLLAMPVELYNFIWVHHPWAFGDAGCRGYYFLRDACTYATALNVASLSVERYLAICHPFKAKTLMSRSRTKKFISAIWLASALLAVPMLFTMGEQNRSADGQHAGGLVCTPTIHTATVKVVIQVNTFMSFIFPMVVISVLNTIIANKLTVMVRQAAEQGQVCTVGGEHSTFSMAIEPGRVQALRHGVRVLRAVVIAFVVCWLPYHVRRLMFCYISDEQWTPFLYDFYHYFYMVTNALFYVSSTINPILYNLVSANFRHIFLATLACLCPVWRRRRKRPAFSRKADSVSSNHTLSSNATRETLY
T cell modulator vesicle-bound %: recorded beside T cell modulator, whose call it bears; double positive events, %; measured here: CD8+ vesicle-bound cell fraction;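 binding gate set so that unloaded-vesicle control wells show 10% double positive cells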
NTR1 ag cell count 20 µM: recorded beside NTR1 ag, whose call it bears; cell count; measured here: cell count, cytotoxicity flag
NS5 inhibitors pilot replicate: also measured in NS5 inhibitors; calls as there; inhibition, %; measured here: pilot screen replicate inhibition
An asterisk follows results filed as active; i = inactive; ? = inconclusive; . = not tested or not shown; & = joins results of further samples; [ ] = another dose, or the depositor's remark.

Start of the listing, in advance:
SMILES	T cell modulator	T cell modulator vesicle-bound %	Salmonella PhoP GFP	RSV antiviral HEp-2	Rac1 GTP hydrolysis	West Nile antiviral	K1F lysis inhibition	Large T inhibition	NS5 inhibitors	NTR1 ag	NTR1 ag cell count 20 µM	others
Cc1ccc(NC(=O)c2ccccc2NC(=O)c2cccs2)cc1	i	38	11%	1.1%	6%	-0.4%	0.1%	1%	-1%	7.6	44
CCN(CC)C(=O)COc1ccc(/C(C)=N/NC(=O)c2ccccc2O)cc1	i	5	-4%	1.4%	3%	-0.8%	0.3%	5%	-2%	-0.4	27

Main list, previewed entries included:
SMILES	T cell modulator	T cell modulator vesicle-bound %	Salmonella PhoP GFP	RSV antiviral HEp-2	Rac1 GTP hydrolysis	West Nile antiviral	K1F lysis inhibition	Large T inhibition	NS5 inhibitors	NTR1 ag	NTR1 ag cell count 20 µM	others
Cc1ccc(NC(=O)c2ccccc2NC(=O)c2cccs2)cc1	i	38	11%	1.1%	6%	-0.4%	0.1%	1%	-1%	7.6	44
CCN(CC)C(=O)COc1ccc(/C(C)=N/NC(=O)c2ccccc2O)cc1	i	5	-4%	1.4%	3%	-0.8%	0.3%	5%	-2%	-0.4	27
Cc1cc(C)cc(N2CC(C)(C)C2=O)c1	i	30	5%	2.0%	5%	-0.3%	0.0%	4%	4%	0.4	48
CCN(CC)S(=O)(=O)c1ccc2c(c1)N(CC(=O)NCc1ccco1)C(=O)CO2	i	18	-4%	0.5%	-1%	-0.1%	0.1%	7%	-10%	-0.4	56
NS(=O)(=O)c1ccc(CCNC/C=C/c2ccccc2)cc1	i	34	6%	-0.8%	8%	-0.3%	0.4%	-1%	.	0.2	70
Cc1cc(Nc2ccc(Cl)cc2)nc(-c2ccccc2O)n1	i	47	10%	14%	6%	-1.0%	0.7%[50 µM]	18%	2%	33	77
CSc1sc(C(=O)NN)c2c1C1(CCC2)SCCS1	i	20	-9%	3.0%	4%	-0.1%	-1.7%	11%	-6%	1.3	55
COc1cc(/C=C/C(=O)c2c(O)ccc3c(C)cc(=O)oc23)ccc1O	i	41	-3%	4.0%	15%	0.5%	0.5%	30%	14%	7.8	60
Cc1ccc(S(=O)(=O)c2ccc(Cl)cc2)cc1S(N)(=O)=O	i	62	-3%	3.5%	7%	-1.1%	0.3%	12%	4%	0.7	50
O=C(CCC(=O)N1CCN(S(=O)(=O)c2ccccc2)CC1)c1cccs1	i	44	-8%	-0.1%	3%	-0.5%	-0.4%	5%	-3%	-1.4	83
O=C(c1ccco1)N1CCN(C(c2ccc(F)cc2)c2nnnn2CC2CCCO2)CC1 (stereo not given)	i	25	-4%	2.1%	5%	0.4%	0.6%	14%	-5%	-1.0	68
COc1ccc(C[C@H]2CN3C(=NC[C@@H]3Cc3ccc(O)cc3)N2C[C@H](C)NC(=O)CCC2CCCCC2)cc1	i	14	1%	2.4%	13%	0.0%	-0.1%	14%	-7%	22	52
Cc1ccc(N(C(=O)c2snc(C(N)=O)c2N)C(C(=O)NC2CCCC2)c2ccc(C)o2)cc1 (stereo not given)	i	41	2%	11%	2%	0.1%	0.3%	10%	-8%	3.2	49
CCOc1ccc(N(CC(=O)Nc2ccc(Br)cc2)S(C)(=O)=O)cc1	i	47	3%	1.8%	5%	-1.6%	-0.3%	4%	-8%	1.6	58
Cc1cccc(OC(C)C(=O)N(Cc2cccs2)C2CCS(=O)(=O)C2)c1C (stereo not given)	i	26	-1%	3.1%	4%	-0.4%	0.1%	7%	-6%	1.9	88
CC1C/C(=N/O)C(C)CN1 (stereo not given)	i	60	2%	0.6%	9%	0.1%	0.6%	2%	-6%	-0.4	57
O=C(N/N=C\C=C\c1ccc(Br)cc1)c1ccc2c(c1)OCO2	i	14	6%	-0.2%	6%	-0.3%	-0.2%	-10%	-4%	0.2	56
COC(=O)CSc1nnc(-c2ccc(OC)cc2OC)o1	i	8	-6%	-1.1%	10%	0.4%	2.9%	0%	-4%	0.0	60
COc1ccccc1N1CCN(C(=O)CCC(=O)O)CC1	i	63	2%	1.4%	-7%	-0.6%	-1.8%	9%	6%	-0.2	41
O=C(Nc1cccc(-n2cnnn2)c1)c1cccnc1	i	33	-5%	-1.1%	12%	-0.2%	0.2%	15%	-10%	1.2	65
O=C(NNc1ccccc1Br)C(=O)n1ccc2ccccc21	i	44	3%	7.6%	9%	-0.6%	3.0%	19%	-7%	3.2	39
O=C(NC1CCCCC1)C1CC(O)CN1C(=O)OCc1ccccc1 (stereo not given)	i	47	-2%	2.0%	-1%	0.0%	1.3%[50 µM]	-2%	8%	0.2	45
O=C(NC(c1ccccc1)c1ccccc1)C1CCCN(S(=O)(=O)c2cnc[nH]2)C1 (stereo not given)	i	43	5%	3.6%	1%	-1.2%	6.6%	-2%	-10%	0.7	70
CCN(CC)CC(O)Cn1c(C)c(-c2ccccc2)c2cc([N+](=O)[O-])ccc21 (stereo not given)	i	30	0%	10%	7%	2.9%	-0.2%	9%	-3%	6.1	57
CCOC(=O)c1cn(CC#N)c2cc(F)c(F)cc2c1=O	i	11	-5%	0.3%	-19%	0.7%	0.0%	9%	0%	0.5	39
Cc1nc2nc[nH]n2c(=O)c1NC(=O)CC12CC3CC(CC(C3)C1)C2	i	47&34	-2%&-14%	1.5%&-0.8%	2%&0%	0.0%&0.1%	0.1%&0.1%	2%&8%	-3%&1%	0.2&-0.6	54&58
CC1CN(c2cc(=O)n(-c3ccccc3)c(=O)[nH]2)CC(C)O1 (stereo not given)	i	34	-7%	-0.4%	-4%	-0.1%	0.8%	4%	-6%	4.7	58
Cc1ccc(S(=O)(=O)Nc2cc(-c3ccc(Cl)cc3)nn2C)cc1	i	43	-6%	2.0%	.	0.7%	.	20%	.	0.7	56
COc1ccc(S(=O)(=O)n2nc(C)c(S(=O)(=O)N3CCOCC3)c2C)cc1	i	40	-3%	1.8%	7%	-0.2%	0.0%	10%	-8%	-2.0	45
Cc1ccc(Nc2nnc(-c3ccccc3N)o2)cc1C	i	22	-3%	-0.3%	10%	-0.1%	0.9%	11%	-5%	-1.3	56
COc1ccc(C2C(C(=O)Nc3ccccc3)=C(C)N=C3SCC(=O)N32)cc1 (stereo not given)	i	14	-4%	0.0%	0%	0.5%	0.6%	6%	2%	0.3	71
O=C1[C@H]2[C@@H](c3ccc(F)cc3)N3C(=O)N(c4cccc(F)c4)C(=O)[C@@]3(Cc3ccccc3)[C@H]2C(=O)N1C1CCCCC1	i	13	5%	4.2%	1%	.	0.1%	19%	-11%	3.7	88
Cc1cc(C)c(S(=O)(=O)N2CC=C(c3ccccc3)CC2)c(C)c1	i	34	-5%	1.1%	3%	.	0.5%[50 µM]	16%	1%	7.1	53
CCOC(=O)C1=C(C)Nc2nc(SC)nn2C1c1ccc(C(=O)OC)cc1 (stereo not given)	i	24	-1%	0.5%	2%	-0.6%	0.1%	4%	4%	1.5	77
CC(=O)c1ccc(NC(=O)C(C)N(C)CC(=O)Nc2cccc(F)c2)cc1 (stereo not given)	i	42	0%	2.7%	-12%	-0.6%	3.1%	11%	-5%	0.8	64
Cc1ccc(N(Cc2cc3cc(C)ccc3[nH]c2=O)C(=O)c2cccs2)cc1	i	7	-2%	2.5%	7%	0.5%	2.9%[50 µM]	11%	-6%	8.6	67
CC1CN(c2cc(=O)n(Cc3ccc(F)cc3)c(=O)[nH]2)CC(C)O1 (stereo not given)	i	41	-9%	1.9%	3%	0.0%	-1.0%	8%	-1%	0.2	93
O=C(O)c1ccc(N/N=C/c2ccc(C(F)(F)F)cc2)cc1	i	2	-4%	?	-5%	0.1%	2.0%	24%	12%	0.9	61
Cc1cc(NC(=O)c2c(Cl)cnn2C)no1	i	56	12%	1.4%	5%	0.3%	1.2%	3%	-5%	1.1	60
O=C(CSC1=NS(=O)(=O)c2cc(Cl)ccc2N1)c1ccc(Cl)cc1	i	50	-4%	0.7%	0%	.	1.6%[50 µM]	7%	3%	-0.5	52
COc1ccc(-c2ccc3oc(-c4ccsc4)c(-c4ccc(OC)cc4)c3c2)cc1	i	22	-5%	-0.5%	-7%	1.5%	-1.0%	7%	4%	-3.2	95
O=[N+]([O-])c1ccc(Cl)cc1Sc1cccc2cccnc12	i	46	7%	4.1%	19%	-0.5%	-0.4%	23%	-2%	2.8	40
O=C(CC(c1ccccc1)c1cc(Br)ccc1O)NCCN1CCOCC1 (stereo not given)	i	48	-1%	0.1%	8%	0.0%	4.7%	3%	-7%	43*	66*
N#Cc1cc2c(nc1SCC(=O)N1CCCCC1)CCCC2	i	20	0%	3.2%	0%	-0.3%	6.6%	0%	-5%	-5.0	67
CCN(CC)c1ccc(C2C3CCCCC3(O)CCN2CC(=O)Nc2ccccc2)cc1 (stereo not given)	i	34	17%	3.9%	4%	-0.4%	0.6%	-1%	0%	4.4	99	NS5 inhibitors pilot replicate=3.3
O=c1cc(-c2ccccc2)cc(-c2ccccc2)n1CCO	.	.	.	1.5%	6%	.	0.2%	14%	-2%	2.7	70
CCOC(=O)C1(Cc2cccc(OC)c2)CCN(Cc2ccccc2)CC1	i	33	-7%	-1.7%	0%	-1.7%	-0.1%	-4%	-5%	2.7	26
CCN(CC)CC(=O)Nc1ccccc1SCC(=O)Nc1ccsc1C(=O)OC	i	29	-6%	1.6%	11%	-1.0%	0.9%	4%	-5%	3.4	42
CC(/C=N/NC(=O)c1ccncc1)=C\c1ccco1	i	28	-9%	0.2%	4%	-0.2%	0.5%	12%	10%	-0.9	35
CCn1cc(C(=O)NCCN(C)CCc2ccccc2)c(=O)c2cc(S(=O)(=O)N(C)C)ccc21	i	52	1%	-1.4%	6%	-0.4%	-0.2%	4%	-7%	-1.3	89	NS5 inhibitors pilot replicate=0.3
Cc1ccc(-c2ccc3c(c2)S(=O)(=O)c2ccccc2C3=O)cc1	i	38	-3%	2.5%	.	0.2%	.	12%	.	-2.1	70
COc1ccccc1NS(=O)(=O)c1cccc(NS(=O)(=O)c2ccc(Cl)c(C(=O)O)c2)c1	i	36	.	.	-1%	.	1.2%	.	6%	4.3	62

Bioassay records from PubChem BioAssay.
